RGS4 inhibitor: inhibitors of human regulator of G protein signaling 4 | P49798 | Transcreener GDP fluorescence polarization, RGS4-accelerated GTP hydrolysis | Potency, µM (titrated, usually from 114 µM), without a hit: top-dose activity change, negative = inhibition, usual class: inhibitors | 390,000 tested, 0.039% active; note: % is set by controls: 0 for no effect and ±100 for the full control effect; nearly all actives have a fitted effect of over 75% in size; some results filed as inactive show a strong effect at the top dose
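MLSMR compounds (23 nl, pin-transferred) preincubated 10 min at room temperature with a 500nM (2x) first reagent, then RGS4 at 900nM (2x) plus Transcreener GDP mix added; fluorescence polarization (620/688 nm) read before and after 90 min at 30 °C.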
TrxR1 substrate: rat thioredoxin reductase 1 substrate activity | Potency, µM (titrated, usually from 114 µM), for inactives: top-dose activity change, negative = substrate turnover | purified TrxR1 substrate turnover, NADPH consumption readout | O89049 | 390,000 tested, 0.01% active; note: % is set by controls: 0 for no effect and ±100 for the full control effect; nearly all actives have a fitted effect of over 50% in size
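Rat TrxR1, dispensed at 90 nM, was prereduced with 400 uM NADPH (final) for 5 min at ~22 deg C, then incubated with compound 15 min before 400 uM selenite. A first-read NADPH fluorescence drop versus no-compound background flagged substrates.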
USP1-UAF1 inh: blocks the human USP1/UAF1 deubiquitinase complex. recombinant USP1/UAF1, Ub-Rhodamine cleavage fluorescence. Potency, µM (series often up to 57.1 µM), for inactives: at the highest dose activity change, negative = inhibition, actives largely listed as inhibitors. 390,000 tested, 0.23% active. AID 743255; note: % is set by controls: 0 for no effect and ±100 for the full control effect; nearly all actives have a fitted effect of over 60% in size; inactives centre near -12
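1 nM enzyme complex + cpd, 15 min RT; start with Ub-Rho 150nM final; kinetic fluorescence ex 480/em 540, 6 reads q60 s. Buffer 50mM HEPES pH 7.8, 0.5mM EDTA, 0.1 mg/ml BSA, 1mM TCEP, 0.01% Tween-20.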
RXFP1 ag: RXFP1 (human) receptor agonism; Q9HBX9; HEK293T-RXFP1 cAMP TR-FRET, 30 min; response scale: percent of porcine relaxin response, buffer zero; Potency, µM (highest dose often 57.5 µM), without a hit: at the highest dose activation, hits mostly activators; 370,000 tested, 0.3% active; note: % is set by controls: 0 for no effect and ±100 for the full control effect; nearly all actives have a fitted effect of over 60% in size; many of its hits are not listed in these tables
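cAMP rise read by TR-FRET after 30 min, 37C compound exposure (up to 58 uM) in RXFP1-transfected HEK293 cells with Ro 20174 present. EC50 from Hill-equation fits, with 29 nM porcine relaxin as 100% and buffer as basal.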
mIDH1 inhibitor: inhibitors of human mutant IDH1 R132H; O75874; IDH1-R132H enzyme, NADPH consumption, diaphorase/resazurin fluorescence; Potency, µM (titrated, usually from 76.6 µM), inactives show at the highest dose activity change, negative = inhibition, actives largely listed as inhibitors; 390,000 tested, 0.093% active; AID 602179; note: % is set by controls: 0 for no effect and ±100 for the full control effect; nearly all actives have a fitted effect of over 65% in size
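IDH1-R132H (0.5 ug/mL) preincubated 30 min with compound, then NADPH (0.016 mM) and alpha-KG (2 mM) added; 80 min at RT, pH 7.5. Remaining NADPH coupled via diaphorase/resazurin to fluorescence (540/590 nm); concentration-response curves normalized to no-enzyme control.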
ALOX12 inh: inhibitors of human 12S-lipoxygenase ALOX12 | 580,000 tested, 1.1% active | P18054 | Potency, µM (doses to about 108 µM), inactives show at the top dose activity change, negative = inhibition, actives largely listed as inhibitors | purified 12hLO, xylenol orange hydroperoxide absorbance; note: % is set by controls: 0 for no effect and ±100 for the full control effect
Target sequence (P18054 whole entry, looked up): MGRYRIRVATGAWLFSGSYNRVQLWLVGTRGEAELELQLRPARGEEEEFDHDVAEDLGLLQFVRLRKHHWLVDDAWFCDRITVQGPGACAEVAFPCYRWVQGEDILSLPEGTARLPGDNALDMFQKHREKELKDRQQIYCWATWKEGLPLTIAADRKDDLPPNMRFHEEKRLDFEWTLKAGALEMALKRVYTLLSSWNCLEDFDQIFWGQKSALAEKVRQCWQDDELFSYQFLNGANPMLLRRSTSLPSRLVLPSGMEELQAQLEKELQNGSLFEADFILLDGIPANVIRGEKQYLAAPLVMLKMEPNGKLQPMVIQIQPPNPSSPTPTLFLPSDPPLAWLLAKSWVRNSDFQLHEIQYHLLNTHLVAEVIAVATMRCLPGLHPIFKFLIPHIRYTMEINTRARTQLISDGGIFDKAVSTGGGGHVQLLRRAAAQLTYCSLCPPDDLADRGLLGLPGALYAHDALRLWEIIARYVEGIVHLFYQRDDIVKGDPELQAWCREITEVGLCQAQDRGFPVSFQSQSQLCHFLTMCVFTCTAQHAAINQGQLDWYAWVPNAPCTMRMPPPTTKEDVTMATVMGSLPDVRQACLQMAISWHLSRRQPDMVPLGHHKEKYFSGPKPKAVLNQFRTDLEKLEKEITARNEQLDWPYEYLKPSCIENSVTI
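Purified human 12hLO at 150 nM in 25 mM Hepes, 0.01% Triton X-100, pH 7.0, preincubated 15 min at room temperature with compound. Reaction started with 40 uM arachidonic acid, 30 min at room temperature. Hydroperoxide measured by Fe-xylenol orange, 573/405 nm absorbance ratio.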
Vif-A3F inh: blocks the Vif interaction with APOBEC3F; HeLa A3F-eYFP + Vif (tagged APOBEC3F with the HIV-1 protein that degrades it), YFP fluorescence increase; Potency, µM (doses to about 46.1 µM), without a hit: at the top dose activity, negative = active; 390,000 tested, 0.2% active; AID 602313; note: % of control where 0% means no effect; nearly all actives have a fitted effect of over 65% in size
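Fluorescence increase (Ex 488/Em 500-530) after overnight compound treatment at 37 deg C flags inhibition of Vif-driven A3F-eYFP loss in stable HeLa A3F-eYFP/Vif cells seeded overnight beforehand.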
rTrxR1 inhibitor: inhibitors of rat thioredoxin reductase 1 | O89049 | recombinant rTrxR1, NADPH fluorescence consumption, selenite substrate | Potency, µM (series often up to 114 µM), inactives show at the top dose activity change, negative = inhibition, hits mostly inhibitors | 390,000 tested, 1% active | AID 588453; note: % is set by controls: 0 for no effect and ±100 for the full control effect; nearly all actives have a fitted effect of over 65% in size
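Rat TrxR1 (90 nM in the dispensed reagent) was pre-reduced with 400 uM NADPH for 5 min at room temperature, then incubated with compound for 15 min. After 400 uM selenite was added, NADPH fluorescence (Ex 340/Em 450 nm) was followed for 8 min.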
Vif-APOBEC3G blk: inhibitors of Vif-APOBEC3G interaction; 410,000 tested, 0.076% active; Potency, µM (titrated, usually from 46.1 µM), without a hit: at the highest dose activity, negative = active, actives largely listed as inhibitors; Q9HC16; HeLa A3G-eYFP + Vif (tagged APOBEC3G with the HIV-1 protein that degrades it), YFP fluorescence, overnight;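 note: % is set by controls: 0 for no effect and ±100 for the full control effect; nearly all actives have a fitted effect of over 60% in size; hits raise eYFP signal because A3G escapes Vif-driven loss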
Target sequence (Q9HC16 whole entry, looked up): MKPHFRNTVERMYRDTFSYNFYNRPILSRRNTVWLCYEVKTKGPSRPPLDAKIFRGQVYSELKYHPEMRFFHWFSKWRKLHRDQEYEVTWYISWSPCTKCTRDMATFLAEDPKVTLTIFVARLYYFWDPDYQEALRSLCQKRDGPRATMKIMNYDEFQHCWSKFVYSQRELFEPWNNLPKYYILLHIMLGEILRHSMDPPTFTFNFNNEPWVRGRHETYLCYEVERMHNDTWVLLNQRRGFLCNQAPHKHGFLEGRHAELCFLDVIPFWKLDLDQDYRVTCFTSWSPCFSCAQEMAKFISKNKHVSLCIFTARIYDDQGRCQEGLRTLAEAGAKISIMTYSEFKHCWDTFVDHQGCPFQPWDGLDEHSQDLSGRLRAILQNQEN
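HeLa cells stably expressing Vif and C-terminally eYFP-tagged A3G, seeded overnight at 37 deg C, then exposed to compound by pintool overnight at 37 deg C. Rise in yellow fluorescence (Ex 488/Em 500-530, Acumen) marks blocked Vif-driven A3G degradation.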
Starred values were filed as active, the others as inactive; ? = inconclusive; . = not tested or not shown; & = joins results of further samples; [ ] = remark or other dose. Calls come from the whole dose curve; as a rule, active = well fitted curve in the direction sought with a large enough effect; inconclusive = small, poorly fitted or top-dose-only effect, or another doubt; inactive = no such curve, though single readings can be large; an effect the other way counts as inactive or inconclusive. Potency is the fitted concentration of half-maximal effect. Not all compounds are listed (hit frequency here may not be typical).

SMILES	RGS4 inhibitor	TrxR1 substrate	USP1-UAF1 inh	RXFP1 ag	mIDH1 inhibitor	ALOX12 inh	Vif-A3F inh	rTrxR1 inhibitor	Vif-APOBEC3G blk
COc1ccc(C)cc1-n1c(C)cc(C=O)c1C	10%	11%[57.1 µM]	-5%	-1.7%	11%	16%	8%	17%[57.1 µM]	1%
CCCCOC(=O)Sc1nc2ccccc2o1	?	-6%	-14%	-0.2%	-3%	-9%	-2%	?	4%
O=C(CCc1nnc(CCCCc2ccccc2)o1)NC1CCCC1	-3%	0%[57.1 µM]	-18%	-0.2%	-4%	-1%	10%	4%[57.1 µM]	-2%
COc1ccc(-c2noc(CN(C)C(=O)c3ccc4c(c3)OCO4)n2)cc1	-3%	11%[0.0914 µM]	-14%	-0.3%	-6%	-20%	-8%	6%[57.1 µM]	0%
CN(C)C(CNc1ccc(S(C)(=O)=O)cc1[N+](=O)[O-])c1ccccc1 (stereo not given)	32%	-21%	-6%	1.2%	-4%	49%[activator]	-5%	-24%	1%
COc1cc(C(=O)Oc2ccccc2N)cc(OC)c1OC	-34%	12%[57.1 µM]	-29%	-1.3%	3%	3%	-5%	17%[57.1 µM]	-3%
CCc1nc2ccc(C(=O)NC3CCC(C)CC3)cc2nc1CC (stereo not given)	-28%[56.9 µM]	5%[57.1 µM]	-16%	0.2%	-10%	6%	-7%	19%[57.1 µM]	-7%
Clc1ccc(Oc2nc3c(Cl)cccc3s2)cc1Cl	5%	-10%	-5%	0.0%	-3%	396%[activator]	-1%	-13%	-10%
CCN(CC)S(=O)(=O)c1cc(C(=O)Nc2cc(S(=O)(=O)N3CCOCC3)ccc2N2CCN(C)CC2)ccc1C	11%	0%	-15%	.	-16%	?	5%	22%	3%
Cc1ccccc1OCc1nnc(SCc2cc(=O)[nH]c3ccccc23)n1-c1ccccc1	-10%	-8%	-4%	-0.2%	?	9%	5%	-5%	-9%
COCC(C)n1c(C)cc(C(=O)COC(=O)c2c(C)nn(-c3ccccc3)c2C)c1C (stereo not given)	-53%	-1%	-12%	0.5%	2%	-21%	2%	-11%	2%
COc1ccc(NC(=O)CN2CCc3ccccc3C2)cc1OC	-13%	-15%[57.1 µM]	?	-0.8%	4%	0%	?	23%[57.1 µM]	-4%
c1ccc(COc2ccccc2CNc2nn[nH]n2)cc1	17%	5%	-14%	0.6%	-5%	14%	1%	15%	-5%
Cc1ccc(OCc2cc(C(=O)N(CCO)Cc3cccs3)no2)cc1C	-18%	7%[57.1 µM]	-2%	-1.6%	9%	?	10%	10%[57.1 µM]	-4%
CCc1cc(C(c2ccc(OC)c(OC)c2)N2CCOCC2)c(NC(=O)c2ccccc2)s1 (stereo not given)	-46%	5%	1%	-0.8%	-4%	-34%	-2%	?	-22%
Cc1ccccc1N1CCN(C(=S)c2ccccc2)CC1	-8%	-19%	-2%	2.6%	0%	-18%	2%	-11%	1%
Cc1ccc(C(=O)NC2CCCCC2)cc1	16%	9%	-3%	-0.2%	9%	-2%[57.4 µM]	-11%	22%	0%
CC(C)(C)c1ccc(-c2nnc(N)o2)cc1	5%	-4%	-11%	-0.8%	-5%	1%	5%	2%[57.1 µM]	0%
COc1ccc(NC(=O)Nc2cc(C)ccc2OC)cc1	-19%	-3%	-9%	2.1%	4%	-2%	-9%	-10%	2%
COc1ccc(N=Nc2cc(C)c(O)c(CN3CCCCC3)c2)cc1	-13%	-15%[57.1 µM]	-13%	1.6%	8%	56%[activator]	6%	17%[57.1 µM]	-9%
CC(C)[C@H](NC(=O)N1c2ccccc2NC(=O)[C@@H]1C(C)C)C(=O)N[C@H](C(=O)O)c1ccccc1	-28%	5%	-25%	0.1%	4%	1%	4%	14%	2%
CC(C)CCOP(=O)(c1ccccc1)c1ccccc1	14%	-12%	-2%	0.4%	7%	-1%	1%	-7%	-2%
O=C(NC1CCCCC1)N1CCc2[nH]c3ccccc3c2C1	0%[11.4 µM]	7%[57.1 µM]	-17%	-0.5%	1%	?	-11%	4%[57.1 µM]	-7%
CN(CC(=O)Nc1ccc(N2CCOCC2)cc1)C(=O)c1cc(S(=O)(=O)N(C)C)ccc1Cl	-14%	7%	-15%	1.8%	2%	18%	-12%	21%	-7%

Brought forward from above: 3 entries, followed by the next part.
SMILES	RGS4 inhibitor	TrxR1 substrate	USP1-UAF1 inh	RXFP1 ag	mIDH1 inhibitor	ALOX12 inh	Vif-A3F inh	rTrxR1 inhibitor	Vif-APOBEC3G blk
CC(C)CCOP(=O)(c1ccccc1)c1ccccc1	14%	-12%	-2%	0.4%	7%	-1%	1%	-7%	-2%
O=C(NC1CCCCC1)N1CCc2[nH]c3ccccc3c2C1	0%[11.4 µM]	7%[57.1 µM]	-17%	-0.5%	1%	?	-11%	4%[57.1 µM]	-7%
CN(CC(=O)Nc1ccc(N2CCOCC2)cc1)C(=O)c1cc(S(=O)(=O)N(C)C)ccc1Cl	-14%	7%	-15%	1.8%	2%	18%	-12%	21%	-7%
O=C1NC(=O)/C(=C\c2ccc(Sc3ccc(Cl)cc3)o2)N1	-29%	-12%	-13%	2.0%	4%	97%	0%	-51%	1%
O=S(=O)(c1ccc(Cl)cc1Cl)n1ccc2cccnc21	13%	-2%	-9%	0.6%	-2%	-3%	12%	27%	1%
O=C(c1ccco1)N1CCN(C2CCCC2)CC1	7%	-8%	-21%	1.8%	5%	?	2%	-10%	?
N#CC1(Nc2cccc(Br)c2)C(=O)Nc2ccccc21 (stereo not given)	-17%	2%[57.1 µM]	-16%	-0.2%	?	154%[activator]	?	-28%[57.1 µM]	-9%
O=C(Nc1ccccc1Cl)c1ccc(S(=O)(=O)N2CCOCC2)cc1	14%	0%	-16%	2.8%	1%	18%[57.4 µM]	-10%	15%	1%
COc1cc(C(C)=O)ccc1OCC(=O)Nc1ccc(Cl)c(S(=O)(=O)N2CCOCC2)c1	15%	2%	-24%	-0.4%	-10%	-14%	1%	0%	3%
CCN1CCN(Cc2ccc(NC(=O)Nc3ccc(OC)cc3)cc2)CC1	6%	4%	?	-0.7%	3%	-28%	0%	5%	0%
O=C1CC(NC(=O)C(F)(F)F)c2cc3c(cc21)OCO3 (stereo not given)	-1%	9%[57.1 µM]	-2%	-1.1%	10%	14%	8%	25%[57.1 µM]	-2%
O=C(CC1C(=O)NCCN1C/C=C/c1ccccc1)NCCc1cnccn1 (stereo not given)	6%	-1%	-13%	8.4%	2%	?	0%	-15%	1%
Cc1ccc(C(=O)N2CCN(c3cnn(C)c(=O)c3Cl)CC2)cc1	6%	-15%	0%	3.2%	-7%	-1%	-22%	?	0%
COc1cccc(N2[C@@H](CC(C)=O)c3ccc(/C=C/C(C)=O)cc3S2(=O)=O)c1	-54%	6%&0%	-31%	.	7%	-4%	4%	-12%&-16%	?
c1ccc(CSc2nnc3ccc(-c4ccncc4)nn23)cc1	-14%[11.4 µM]	3%	-17%	6.0%	1%	0%	-2%	16%	-2%
CN(Cc1ccccc1)c1nc2c(c(=O)[nH]c(=O)n2C)n1Cc1ccccc1Cl	9%	-8%	-18%	-1.0%	2%	-28%	0%	-5%	0%
CCOC(=O)C1CCN(C/C=C/c2ccccc2[N+](=O)[O-])CC1	-34%	-11%	2%	0.0%	5%	?	3%	-20%[57.1 µM]	0%
COc1cc(/C=C/C(=O)OCC(=O)c2ccc(OC(F)F)cc2)ccc1O	-16%	7%[57.1 µM]	-11%	.	9%	-13%	0%	16%[57.1 µM]	-6%
COc1ccc(NC(=O)CSc2nnc(NC(=O)Nc3ccc(OC)cc3)s2)cc1	20%	-1%[57.1 µM]	-17%	-0.2%	30%	-19%	0%	16%[57.1 µM]	1%
O=C(Nc1ccc(F)cc1)C1(S(=O)(=O)c2ccc(Cl)cc2)CC1	-14%	1%[57.1 µM]	-22%	12%	-1%	3%	5%	4%[57.1 µM]	-2%
O=C(COc1ccccc1)N1CCN(C(=O)c2ccccc2F)CC1	-20%	3%	-9%	0.5%	1%	-15%	7%	22%	1%
COc1cccc(C(=O)Nc2ccc(NC(=O)c3ccco3)cn2)c1	6%	?	-3%	-3.7%	4%	155%[activator]	.	10%	-5%
O=C(CCc1nnc(C2(c3ccc(Cl)cc3)CCC2)o1)NCCCn1cccn1	1%	-2%	-3%	-0.3%	-8%	0%	12%	-2%	0%
CCOC(=O)N1CCC(NC(=O)c2ccc(CS(=O)c3cccc(C)c3)o2)CC1 (stereo not given)	-28%[56.9 µM]	-10%	-17%	1.9%	-5%	8%	2%	-19%	2%
O=C(CSc1nnc2ccc(-c3ccccn3)nn12)Nc1ccc(F)cc1	.	.	-18%	.	-4%	-9%	0%	.	-4%
COCCCN1C(=O)C(O)=C(C(=O)c2ccc(C)o2)C1c1cccc(Br)c1 (stereo not given)	12%	-3%	16%	?	4%	?	-7%	?	-3%
COc1ccc(N(C(=O)Cn2nnc(-c3ccc(Cl)cc3)n2)C(C(=O)NCC2CCCO2)c2ccncc2)cc1 (stereo not given)	-11%	13%[11.4 µM]	-20%	0.2%	1%	14%	1%	21%[11.4 µM]	-5%
